TSG101-PTAP inh – qHTS Validation Assay for Inhibitors of HIV-1 Budding by Blocking the Interaction of PTAP/TSG101: Sytravon Library Screen. Tumor susceptibility gene 101 protein (Homo sapiens), Q99816. Fluorescence polarization, FITC-PTAP peptide/Tsg101, 20 min. Potency, µM (highest dose often 115 µM), for inactives: top-dose activity change, negative = inhibition, actives largely listed as inhibitors. 44,000 tested, under 10 active. AID 1347069, 2019; further: potency means the concentration at half of the fitted maximal effect; 0% is about no effect
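Steps: Tsg101 binding domain (10 uM final) in HEPES pH 7.5/NaCl/Tween 20/EDTA/TCEP; add compound; add FITC-PTAP peptide (50 nM final); incubate 20 min r.t.; read polarization.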
p53null 32C kill – qHTS Screen for Compounds that Selectively Target Cancer Cells with p53 Mutations: Cytotoxicity of p53 Null Cells at the Permissive Temperature. Potency, µM (titrated, usually from 46.1 µM), for inactives: at the top dose activity change, negative = cytotoxicity, actives largely listed as cytotoxic. AID 903, 2007. H1299-neo p53 null cells, ATP luminescence, 24 h, 32C. hit rate 0.62% among 55,000;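 further: potency means the concentration at half of the fitted maximal effect; 0% = DMSO only and -100% = full killing by 100 µM tamoxifen; nearly all actives have a fitted effect of over 55% in size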
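Overnight 37C seeding (600 cells/well) of H1299-neo preceded a 24 hr, 32C exposure to compounds up to 46 uM. ATP levels, read by luminescence after 20 min at RT, indicated surviving cells.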
GALK inh – qHTS Assay for Inhibitors of Human Galactokinase (GALK): NCGC Sytravon Library Screen | P51570 | recombinant GALK, Kinase-Glo ATP luminescence, 1 h | Potency, µM (highest dose often 57.5 µM), for inactives: at the highest dose activity, negative = inhibition, hits mostly inhibitors | 44,000 tested, under 10 active | AID 1347072, 2019;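 further: plate controls were full GALK reaction for no effect and reaction lacking GALK for full effect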
Target sequence (P51570 whole entry, looked up): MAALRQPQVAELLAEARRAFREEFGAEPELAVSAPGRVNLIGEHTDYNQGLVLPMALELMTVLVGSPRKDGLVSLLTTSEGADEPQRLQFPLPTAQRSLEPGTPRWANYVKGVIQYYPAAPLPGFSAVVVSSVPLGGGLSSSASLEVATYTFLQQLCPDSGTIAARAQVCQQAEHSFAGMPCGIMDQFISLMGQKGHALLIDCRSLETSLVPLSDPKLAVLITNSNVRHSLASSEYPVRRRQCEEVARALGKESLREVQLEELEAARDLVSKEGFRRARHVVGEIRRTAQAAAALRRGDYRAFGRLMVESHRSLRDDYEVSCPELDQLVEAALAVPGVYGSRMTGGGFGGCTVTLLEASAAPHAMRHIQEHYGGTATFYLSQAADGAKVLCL
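Reactions with and without enzyme served as controls. GALK at 5 nM phosphorylates 100 uM galactose using 35 uM ATP (HEPES pH 8.0, Mg2+) for 1 h at RT, with luminescence read 10 min after adding Kinase-Glo Plus.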
p53null 39C tox – qHTS Screen for Compounds that Selectively Target Cancer Cells with p53 Mutations: Cytotoxicity of p53 Null Cells at the Nonpermissive Temperature. AID 904, 2007. Potency, µM (doses to about 46.1 µM), for inactives: at the highest dose activity, negative = cell killing, most hits filed as cytotoxic. H1299 p53-null (neo) cells, 39C, ATPlite viability, 24 h. hit rate 0.97% among 55,000;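 further: potency means the concentration at half of the fitted maximal effect; 0% = DMSO only and -100% = full killing by 100 µM tamoxifen; nearly all actives have a fitted effect of over 50% in size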
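Cells seeded at 600/well, 37C overnight. Compound added (up to 46 uM), plates shifted to 39C for 24 hr. ATPlite added, luminescence read after 20 min at room temperature.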
NTMT1 inhibitor – Primary qHTS for Inhibitors of N-terminal methyltransferase 1 (NTMT1): MTaseGlo Assay; N-terminal Xaa-Pro-Lys N-methyltransferase 1 (Homo sapiens), Q9BV86; NTMT1 MTase-Glo SAH luminescence, purified enzyme; Potency, µM (highest dose often 114 µM), without a hit: at the highest dose activity change, negative = inhibition, actives largely listed as inhibitors; hit rate 2.5% among 59,000;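 further: potency means the concentration at half of the fitted maximal effect; plate controls were DMSO vehicle for no effect and no enzyme for full effect; nearly all actives have a fitted effect of over 65% in size; many of its hits are not listed in these tables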
Target sequence (Q9BV86 whole entry, looked up): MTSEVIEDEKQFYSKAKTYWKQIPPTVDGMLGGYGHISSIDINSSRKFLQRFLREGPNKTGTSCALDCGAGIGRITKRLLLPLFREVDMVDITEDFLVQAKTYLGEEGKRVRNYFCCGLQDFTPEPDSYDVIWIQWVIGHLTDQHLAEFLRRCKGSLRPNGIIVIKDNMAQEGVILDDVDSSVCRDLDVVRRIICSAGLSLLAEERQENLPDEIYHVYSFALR
FH mod – Identification of activators of human fumarate hydratase by quantitative high-throughput screening; hit rate 0.22% among 54,000; FH coupled MDH/diaphorase resazurin fluorescence, 15 min; Potency, µM (highest dose often 79.9 µM), without a hit: at the top dose activity change, negative = inhibition, actives largely listed as inhibitors; further: potency means the concentration at half of the fitted maximal effect; on the % scale 0 is the no-effect control and ±100 the full control effect; the screen sought activators but most active calls are inhibition curves; nearly all actives have a fitted effect of over 45% in size
B2AR arrestin ag – qHTS assay of beta-arrestin-biased ligands of beta2-adrenergic receptor: NCGC Sytravon Library Screen; HTLA Tango cells, beta-arrestin recruitment, luciferase luminescence, 18 h; Potency, µM (highest dose often 46.1 µM), for inactives: at the top dose activation, hits mostly activators; 44,000 tested, under 10 active; AID 1347077, 2019;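 further: potency means the concentration at half of the fitted maximal effect; 0% = DMSO and full agonism = EC100 isoproterenol or metaproterenol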
Target sequence (P07550 whole entry, looked up): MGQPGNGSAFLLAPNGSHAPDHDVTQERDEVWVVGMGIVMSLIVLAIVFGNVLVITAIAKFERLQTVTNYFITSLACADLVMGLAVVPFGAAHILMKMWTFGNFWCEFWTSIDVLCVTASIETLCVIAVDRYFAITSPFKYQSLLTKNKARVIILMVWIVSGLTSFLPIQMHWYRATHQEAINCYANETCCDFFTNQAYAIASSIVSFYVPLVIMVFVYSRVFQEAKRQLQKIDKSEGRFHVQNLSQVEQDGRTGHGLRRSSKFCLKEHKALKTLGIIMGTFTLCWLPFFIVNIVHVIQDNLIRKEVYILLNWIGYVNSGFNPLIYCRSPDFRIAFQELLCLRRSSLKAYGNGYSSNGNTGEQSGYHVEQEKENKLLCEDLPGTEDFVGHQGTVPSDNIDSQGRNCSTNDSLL
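Receptor–beta-arrestin recruitment read by tTA-responsive luciferase: compound titrations (up to 46 µM) incubated 18 h with Tango cells, then luminescent substrate 15 min at room temperature. Concentration-response fits classified by r2, efficacy and activity.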
* marks the source's active call; other numbers are inactive results; ? = inconclusive; · = not tested or not shown; [ ] = another dose, or the depositor's remark. The call rests on the fitted dose curve; in most records, active means well fitted curve in the direction sought with a large enough effect; inconclusive means small, poorly fitted or top-dose-only effect, or another doubt; inactive means no such curve, though single readings can be large; an effect the other way counts as inactive or inconclusive. Not all compounds are listed; the hit share may differ from the screen's.

Value order: TSG101-PTAP inh, p53null 32C kill, GALK inh, p53null 39C tox, NTMT1 inhibitor, FH mod, B2AR arrestin ag
COc1ccc(N2C(=O)CCSC23C(=O)N(Cc2ccc(F)cc2)c2ccccc23)cc1 (configuration not stated)
  -6%, 11%, -4%, -2%, 5%, -16%, 0%
Cc1ccsc1CN(C(=O)COc1cccc(C)c1C)C1CCS(=O)(=O)C1 (configuration not stated)
  -1%, -1%, -1%, -2%, 21%, -13%, 0%
Cc1oc(-c2ccc(C(=O)Nc3ccc(F)cc3F)cc2)nc1COc1ccccc1
  -1%, -7%, 5%, 17%, 13%, -2%, 1%
Cc1ccc(-n2ncc3c(NCc4ccccc4)ncnc32)cc1Cl
  -1%, -7%, 1%, 0%, 5%, -2%, 0%
Cn1c(C(=O)N2CCC(C(=O)NCCc3ccccc3)CC2)cc2sccc21
  -1%, -4%, 9%, -24%, 7%, 8%, 0%
COc1ccc(Br)cc1C(=O)Nc1ccc2oc(-c3cccnc3)nc2c1
  2%, -4%, 3%, 5%, -1%, -13%, 5%
Cc1c(CC(=O)NCCc2ccc(Cl)cc2)c(=O)oc2c(C)c3occ(C(C)(C)C)c3cc12
  -4%, -10%, -6%, ?, ?, -26%, -1%
CC(C)N(Cc1ccccc1)C(=O)Cn1ncc2c([nH]c3ccccc32)c1=O
  -7%, -1%, 6%, -9%, -5%, -7%, 1%
CCc1cccc(NC(=O)C2CCCN(S(=O)(=O)c3cccs3)C2)c1 (configuration not stated)
  3%, 5%, 3%, 20%, 6%, -23%, -2%
O=C(Nc1ccc(Br)cc1F)N1CCC(CN2CCc3ccccc3C2)CC1
  -2%, -4%, 6%, -7%, 1%, -2%, 1%
CCS(=O)(=O)N1CC(=O)N(c2ccc(C)c(C)c2)C(C)(C(=O)NC2CCCCC2)C1 (configuration not stated)
  -5%, -5%, 6%, -9%, -2%, 0%, 0%
Cc1cccc(CSc2nc(=O)c3c(n2C)NC(=O)CC3c2cc(F)cc(F)c2)c1 (configuration not stated)
  -8%, 10%, -10%, -7%, -7%, 3%, -1%
Cc1ccc2oc(-c3ccc(Cl)c(NC(=O)Cc4ccccc4)c3)nc2c1
  0%, -10%, 2%, 1%, ·, ·, 1%
Cc1cccc(/C=C/c2onc(C)c2S(=O)(=O)N2CCC(C(=O)N3CCC(C)CC3)CC2)c1
  -4%, -1%, 0%, 11%, -2%, -10%, -1%
Cc1cccc(-c2nc(CCNC(=O)COc3ccccc3)cs2)c1
  -9%, -3%, -8%, -18%, -3%, -13%, 0%
COc1ccc(S(=O)(=O)NCCc2csc3nc(-c4ccccc4)nn23)cc1OC
  0%, -4%, 2%, 4%, -2%, -2%, -3%
Cc1oc2ccc(O)c(CN3CCCCC3)c2c1C(=O)Nc1cccc(C(F)(F)F)c1
  -3%, 10%, 0%, ?, ·, ·, 0%
CCOc1ccc(NC(=O)Cc2coc3ccc(C)cc23)cc1
  10%, 0%, 1%, -17%, 6%, -2%, 4%
O=C(CCn1ccc2cc(S(=O)(=O)N3CCCC3)ccc21)NCc1ccccc1Cl
  0%, -10%, 0%, 8%, 15%, -8%, -1%
O=C(Cn1c(=O)n(CCc2ccccc2)c(=O)c2c3c(sc21)CCCC3)Nc1ccc(F)c(F)c1
  0%, -10%, 5%, -19%, -3%, -5%, 1%
O=C(/C=C\c1ccc2c(c1)OCO2)NC1CC(=O)N(c2ccc(F)cc2)C1 (configuration not stated)
  -8%, 12%, 0%, -5%, ?, -8%, -4%
CCOc1ccc(-c2oc3ccccc3c(=O)c2O)cc1OCC
  1%, -4%, -1%, ?, 6%, 3%, ?
CN(C)c1ccc(CNC(=O)Cn2c(-c3cccs3)cc3cc(Cl)ccc32)cc1
  2%, -3%, 3%, -9%, -15%, 15%, 0%
COc1ccc(CCNC(=O)CSCc2nc(-c3ccc(OC)c(OC)c3)oc2C)cc1OC
  -1%, -4%, -16%, -23%, -2%, 2%, -2%
CCCc1nc2ccccc2n1CC(O)COc1ccc(C(=O)OC)cc1 (configuration not stated)
  0%, -12%, 2%, ?, -11%, 3%, 1%
O=C(Nc1ccccc1Cl)C1CCN(c2nc3ccccc3nc2C(F)(F)F)CC1
  -13%, -9%, -1%, -10%, 5%, 6%, 1%
CCOC(=O)Cn1c(=O)n(CC2CCCO2)c2nc(-c3ccc(CC)cc3)nc(C(N)=O)c21 (configuration not stated)
  -3%, -4%, 2%, 8%, -1%, -32%, 3%
CCOC(=O)C1CCCN(c2cc(C)nc3c(-c4ccccc4OC)c(C)nn23)C1 (configuration not stated)
  -6%, 15%, 0%, 5%, 0%, -24%, 0%
COC(=O)c1cccc(Nc2c(-c3ccc(O)cc3)nc3nc[nH]n23)c1
  -1%, -4%, 0%, -16%, ?, -15%, 1%
O=C(Cn1cc(SCc2ccccc2Cl)c2ccccc21)N1CCCCCC1
  -3%, 5%, -6%, 1%, -8%, ?, 4%
Cc1ccc(C)c(NC(=O)CCNS(=O)(=O)c2ccc3c(c2)CCCC(=O)N3)c1
  -8%, -6%, 0%, 3%, 6%, -3%, 0%
COc1cc(NC(=O)c2cccc3c2C(=O)N(C2CCCCC2)C3)cc(OC)c1
  1%, 6%, 1%, 10%, -3%, -19%, 0%
CCOc1ccc(NS(=O)(=O)c2ccc3[nH]cc(C(=O)NCc4ccco4)c(=O)c3c2)cc1
  0%, -1%, 0%, -24%, ?, -2%, 0%
Cc1ccc(C)c(NC(=O)CN2CCSc3ccc(S(=O)(=O)N4CCCC4)cc32)c1
  2%, -2%, 1%, -2%, 5%, ?, 3%
Cc1c(Cl)cccc1NC(=O)C(=O)NCCc1csc(-c2ccc(C(F)(F)F)cc2)n1
  0%, 3%, -4%, 35%[activator], 13%, -1%, 0%
COc1ccccc1CCNC(=O)CCCn1c(=O)c2cccn2c2cccnc21
  1%, -1%, 6%, -10%, 1%, 0%, -3%
CCOc1ccc(Nc2c(S(=O)(=O)c3ccc(Cl)cc3)cnc3ccc(OC)cc23)cc1
  0%, 29%, 6%, 29%, 9%, ?, -1%
Cc1cc(C)c(NC(=O)CSc2n[nH]c(-c3ccccc3Cl)n2)c(C)c1
  1%, 2%, 1%, 16%, 18%, -4%, 0%
CCN(Cc1ccccc1)C(=O)c1cn(-c2cccc(OC)c2)c(=O)c2ccccc12
  0%, 3%, 0%, 71%[activator], -4%, -30%, 0%
Cc1cccc(NC(=O)c2nc(S(C)(=O)=O)ncc2Cl)c1
  -1%, 23%, 1%, 76%[activator], 2%, 1%, -1%
O=C1c2ccccc2-c2onc3c(Br)cc(NC4CCCCC4)c1c23
  -2%, -2%, 7%, 16%, -8%, -4%, -1%
CCc1cccc(NC(=O)C(NS(=O)(=O)c2ccc3nc(C)sc3c2)C(C)C)c1 (configuration not stated)
  1%, -2%, -3%, -10%, 5%, -5%, 0%
COCCCNC(=O)C1CCC(CNS(=O)(=O)c2ccc(OC)cc2)CC1 (configuration not stated)
  -2%, -6%, 3%, 7%, 3%, 4%, -1%
CN(C)c1ccc(CNC(=O)CN2C(=O)c3cccnc3Oc3ccc(Cl)cc32)cc1
  -6%, -11%, 1%, -8%, -23%, 1%, -1%
CCOC(=O)c1c(C)oc2ncnc(N3CCN(c4ccc(C)cc4C)CC3)c12
  -1%, -9%, 8%, 25%, -4%, -5%, 0%
Cc1cc(OCC(=O)Nc2cc(-c3nc4ccccc4[nH]3)ccc2C)ccc1Cl
  15%, ?, 8%, ?, 5%, -7%, 0%
CCOc1ccc2nc(N3CCCC(C(=O)NCCc4ccc(OCC)c(OCC)c4)C3)sc2c1 (configuration not stated)
  2%, -24%, 2%, -12%, -2%, -21%, -2%
Cc1c(Cl)cccc1NC(=O)NCCOCCn1c(=O)oc2ccccc21
  2%, -9%, -2%, -8%, -1%, -15%, -2%
COC(=O)c1sc(-c2ccccc2)cc1NC(=O)c1cccc(Cl)c1
  -1%, -5%, 6%, -6%, 1%, -3%, -4%
CCOc1ccccc1NC(=O)c1c(NC(=O)c2ccccc2C)sc2c1CCC(C)C2 (configuration not stated)
  0%, 0%, -20%, 12%, -13%, -14%, 0%
Cc1ccc(Nc2ncnc3onc(C)c23)cc1Cl
  -1%, 0%, 0%, -9%, -2%, 1%, -1%
Cc1cc(S(=O)(=O)Nc2ccc3[nH]c(=O)sc3c2)ccc1F
  -4%, -1%, -2%, -1%, -5%, -19%, -1%
CCN(CC)CCNC(=O)CN1C(=O)c2cccnc2Oc2ccc(C)cc21
  1%, -10%, -9%, -5%, 7%, -3%, 0%
CCOC(=O)c1sc2ccccc2c1S(=O)(=O)N1CCN(c2cccc(OC)c2)CC1
  -5%, 10%, 0%, 7%, 4%, -15%, 0%
CCCSCCCNC(=O)c1ccc(C)c(NC(=O)c2nsc3ccccc23)c1
  1%, -3%, 0%, 16%, 8%, -11%, 0%
CCCn1c2ccccc2c2cnn(CC(=O)N3CCC(C)CC3)c(=O)c21
  0%, -9%, 3%, -1%, 3%, -6%, 0%
CCOC(=O)/C(C#N)=C/c1ccc(-c2ccc(C)cc2)o1
  12%, ?, -1%, -14%, ·, ·, 0%
CC(C)(Oc1ccc(Cl)cc1)C(=O)Nc1nnc2n1CCS2
  -4%, -4%, -1%, 12%, 14%, ?, 0%
CCC(CC)C(=O)Nc1cccc(-c2cn3cccnc3n2)c1
  -3%, -5%, 0%, 16%, -1%, 1%, 0%
COC(=O)c1ccc(NS(=O)(=O)c2c(C)nc3sccn3c2=O)cc1
  0%, -13%, 0%, -14%, -4%, -2%, -1%
O=C(Cc1ccccc1)Nc1cccc(-c2cn3cccnc3n2)c1
  -1%, -8%, 1%, ?, -2%, -1%, 0%
COc1ccc(N(CC(=O)Nc2cc(C)ccc2C)S(=O)(=O)c2ccc(OC)c(OC)c2)cc1
  9%, 5%, 1%, 4%, 5%, -23%, -2%

Grouped by structure: the entries above with a CF3 group (three)
Value order: TSG101-PTAP inh, p53null 32C kill, GALK inh, p53null 39C tox, NTMT1 inhibitor, FH mod, B2AR arrestin ag
Cc1oc2ccc(O)c(CN3CCCCC3)c2c1C(=O)Nc1cccc(C(F)(F)F)c1
  -3%, 10%, 0%, ?, ·, ·, 0%
O=C(Nc1ccccc1Cl)C1CCN(c2nc3ccccc3nc2C(F)(F)F)CC1
  -13%, -9%, -1%, -10%, 5%, 6%, 1%
Cc1c(Cl)cccc1NC(=O)C(=O)NCCc1csc(-c2ccc(C(F)(F)F)cc2)n1
  0%, 3%, -4%, 35%[activator], 13%, -1%, 0%

Source: PubChem (National Center for Advancing Translational Sciences (NCATS))
